Screening results deposited in PubChem by National Center for Advancing Translational Sciences (NCATS).
KDM5B inh: Primary screen for KDM5B Histone Demethylases FDH-coupled qHTS; Lysine-specific demethylase 5B (Homo sapiens), Q9UGL1; KDM5B demethylase, FDH-coupled NADH fluorescence (FDH is formaldehyde dehydrogenase); Potency, µM (highest dose often 57.7 µM), for the others: at the top dose activity change, negative = inhibition, hits mostly inhibitors; 220,000 tested, 2.6% active; active = well fitted inhibition curve with a large enough effect; inconclusive = small, poorly fitted or top-dose-only effect; inactive = no such curve, though single readings can be large or run the other way; note: 0% is about no effect; nearly all actives have a fitted effect of over 70% in size
Target sequence (Q9UGL1 whole entry, looked up): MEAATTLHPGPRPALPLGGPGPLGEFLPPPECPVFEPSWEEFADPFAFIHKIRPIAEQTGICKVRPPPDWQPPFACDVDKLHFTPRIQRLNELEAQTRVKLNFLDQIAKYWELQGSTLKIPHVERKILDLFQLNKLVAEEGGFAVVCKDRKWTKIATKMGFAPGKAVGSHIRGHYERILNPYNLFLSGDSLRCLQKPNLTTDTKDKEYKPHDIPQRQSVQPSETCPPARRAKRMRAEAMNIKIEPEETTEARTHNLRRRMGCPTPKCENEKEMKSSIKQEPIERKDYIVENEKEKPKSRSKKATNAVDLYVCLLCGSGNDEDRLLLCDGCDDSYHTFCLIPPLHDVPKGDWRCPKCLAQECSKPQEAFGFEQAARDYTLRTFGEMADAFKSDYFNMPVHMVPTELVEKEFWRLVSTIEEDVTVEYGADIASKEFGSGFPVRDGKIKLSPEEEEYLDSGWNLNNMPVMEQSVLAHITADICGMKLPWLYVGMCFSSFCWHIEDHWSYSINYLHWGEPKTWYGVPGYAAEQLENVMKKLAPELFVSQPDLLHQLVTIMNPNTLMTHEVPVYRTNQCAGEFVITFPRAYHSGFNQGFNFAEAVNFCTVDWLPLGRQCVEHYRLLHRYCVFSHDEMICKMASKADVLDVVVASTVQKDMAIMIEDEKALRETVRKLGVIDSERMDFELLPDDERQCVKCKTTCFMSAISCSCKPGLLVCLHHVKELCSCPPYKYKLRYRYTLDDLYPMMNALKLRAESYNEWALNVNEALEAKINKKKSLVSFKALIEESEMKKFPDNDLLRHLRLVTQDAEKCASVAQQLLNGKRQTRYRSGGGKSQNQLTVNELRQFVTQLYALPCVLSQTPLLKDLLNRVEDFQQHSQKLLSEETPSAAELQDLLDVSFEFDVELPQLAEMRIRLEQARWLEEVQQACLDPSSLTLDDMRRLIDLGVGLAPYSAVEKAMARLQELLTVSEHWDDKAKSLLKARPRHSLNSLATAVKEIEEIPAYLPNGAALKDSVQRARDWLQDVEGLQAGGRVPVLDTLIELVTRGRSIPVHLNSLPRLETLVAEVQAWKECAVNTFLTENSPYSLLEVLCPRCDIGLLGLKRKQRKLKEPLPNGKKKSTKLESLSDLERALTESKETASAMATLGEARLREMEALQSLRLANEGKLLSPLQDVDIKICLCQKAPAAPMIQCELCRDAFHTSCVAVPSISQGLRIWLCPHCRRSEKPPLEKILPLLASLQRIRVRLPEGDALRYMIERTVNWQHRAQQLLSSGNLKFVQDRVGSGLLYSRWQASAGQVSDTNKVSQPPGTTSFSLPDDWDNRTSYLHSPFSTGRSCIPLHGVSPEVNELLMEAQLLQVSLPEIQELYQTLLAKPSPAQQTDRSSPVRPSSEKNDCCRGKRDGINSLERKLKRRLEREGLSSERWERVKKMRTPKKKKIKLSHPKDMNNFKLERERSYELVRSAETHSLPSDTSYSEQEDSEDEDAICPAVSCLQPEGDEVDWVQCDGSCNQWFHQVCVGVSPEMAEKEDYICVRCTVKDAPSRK
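KDM5BΔAP (200 nM final) in 50 mM HEPES pH 7.5, 0.01% Tween-20 was preincubated 10 min at RT with compound over a concentration range. Substrate mix (H3K4me3 12.5 µM, α-KG 25 µM, Fe²⁺, ascorbate, NAD⁺, FDH) was added, and NADH fluorescence change over 30 min gave dose-response curves.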
An asterisk follows results filed as active; i = inactive; ? = inconclusive; [ ] = another dose, or the depositor's remark. Potency is the fitted concentration of half-maximal effect. These rows are one share of the data; rates above refer to the full screens.

structure,KDM5B inh
COc1ccc(Cn2ccnc2SCC(=O)Nc2nc3ccccc3s2)cc1,-27%
Cc1ccc2nc(CSc3ccc4ccccc4n3)cc(=O)n2c1,-26%
CN(C)C(=O)c1cc(Br)ccc1Cl,19%
O=C(Nc1ccc(Br)cc1)c1ccc(Cl)c(S(=O)(=O)N2CCCCCC2)c1,-13%
O=C(Nc1ccccc1)N1CCN([S+](=O)([O-])c2ccc(Cl)nc2)C(=O)C1,2%[115 µM]
Cc1c(CN2CC(Oc3ccccc3C(=O)NCc3ccccc3)C2)cnn1C,-28%
COc1ccc(NC(=O)CN2C(=O)c3ccccc3Sc3ccc(C(=O)N4CCOCC4)cc32)c(OC)c1,?
Cc1ccc(NC(=O)c2cc(-c3ccncc3)nc3ccccc23)cc1,-18%
Cc1cc(F)ccc1NC(=O)c1cnc(-c2ccc(F)cc2)nc1-c1ccncc1,-16%
COc1cc(OC)cc(C(=O)N2CCCC(n3cc(-c4nc(C(C)C)no4)nn3)C2)c1 (centres undefined),-17%
COC(=O)c1ccccc1NC(=O)N1CCC[C@@H](O)[C@H](NC(=O)c2ccc(OCc3c(C)noc3C)cc2)C1,22µM*
O=C(c1ccccc1)N1CCCC2(C1)C(=NC1CCCCC1)NC(=O)N2c1cc(F)cc(F)c1 (centres undefined),12%[115 µM]
O=C(c1ccc2c(c1)CCCC2)N1CCN(c2nc3ccc(F)cc3s2)CC1,-11%
C=CCNC(=S)Nc1ccc(Cl)cc1Cl,-1%
O=C1CN(Cc2ccc(-c3cnc4c(OCc5ccccc5)nccn34)cc2)CCN1,35µM*
COc1ccc(NC(=O)C2CCC2)c2cccnc12,-1%
Cc1ccc(CN(C)C(=O)c2cc3cc(F)ccc3[nH]2)c(C)c1,10%
O=C(CSc1nc2cc(C(=O)NC3CCCC3)ccc2c(=O)n1CC1CCCO1)c1ccc(F)cc1 (centres undefined),1%
Cc1cccc(NC(=O)c2c(C)cc(C)nc2SCC(=O)Nc2c(C)cc(C)cc2C)c1,-6%
COc1ccccc1N1CCN([C@@H]2[C@H](O)[C@H](CO)O[C@@H]2CNC(=O)c2ccccc2)CC1,?
CCCc1ccc(C(=O)N(CC#N)C2CC2)cc1,27%
CCCOc1ccc(C2CC(=O)Nc3c2c(=O)nc(SCc2ccc(F)cc2)n3C)cc1 (centres undefined),?
O=C(NCc1cc2n(n1)CCCN(C1CCCCC1)C2)c1cccc(F)c1,?
COc1ccc2nc3oc(C(=O)N(C)c4ccc(Cl)cc4)cc3cc2c1,?
Cc1[nH]c2ccccc2c1/C=C(/C#N)C(=O)NC1CC1,-8%
COc1cccc(CC2(CO)CCCN(C(=O)c3cn4ccsc4n3)C2)c1 (centres undefined),38%[activator]
COc1ccc(NC(=O)Cn2c(=O)n(CC3CCCO3)c(=O)c3ccccc32)cc1 (centres undefined),-2%
COc1ccc(CCNc2nc(SCc3ccc(F)cc3)nc3ccccc23)cc1OC,0%
Cn1c2ccncc2c2cc([N+](=O)[O-])ccc21,14%
O=C(O)Cn1ccc2cc(OCC3CCN(C(=O)CCC(F)(F)F)CC3)cnc21,35µM*
CCOC(=O)COc1cc(O)c2c(=O)cc(-c3ccccc3)oc2c1,11%
CC(C)c1nnc(NC(=O)c2ccc3ccccc3n2)s1,-2%
CCn1c(=O)c(-c2noc(C(=O)N3CCC(c4ccccc4)C3)n2)nn(-c2ccccc2)c1=O (centres undefined),-22%
COc1cccc(CC(=O)N2CC(c3noc(C4CCCN4C)n3)C2)c1 (centres undefined),-23%
CC(C)c1nncn1C1CCN(S(=O)(=O)Cc2ccccc2F)CC1,-13%
N#CC1(NC(=O)CNc2cc(F)cc(F)c2)CCCC1,16%
O=[S+]1([O-])NC2(CCN(CC3CCCCC3)CC2)CNc2ccccc21,-7%
CN1c2ccccc2C(=O)C(=C2SCCCS2)S1(=O)=O,4%
O=C(NC1CC1)c1ccccc1OC1CN(Cc2ccc(F)cc2Cl)C1,-5%
COc1ccc(CNC(=O)Nc2ccc(Br)c(C)c2)cn1,19%
N#Cc1ccc(/C=C/c2nc3c(ccc4ccccc43)s2)cc1,?
CCCCn1c(=O)c2oc3ccccc3c2n(Cc2ccccc2C)c1=O,-19%
CCCCNC(=O)c1ccc(NC(=O)CCc2ccccc2)cc1,18%
N#Cc1ccc(C(=O)Nc2ccc3n(c2=O)C[C@H]2C[C@@H]3CN(C(=O)c3ccccn3)C2)cc1,-17%
Cc1cccc(N2CCN(Cc3nnc(-c4cccc(Br)c4)o3)CC2)c1C,-5%
Cc1ccc2c(Cl)cc(Cl)c(OCC(=O)NC(=O)NC3CCCC3)c2n1,5%
O=C(NC1CCCc2ccccc21)c1csc2ccccc12 (centres undefined),-2%
CCc1noc(-c2ccn3c(CNC(=O)c4ccccc4C)nnc3c2)n1,i
O=C1CC2(CCN(Cc3ccccc3)CC2)Oc2ccccc2N1c1ccccc1,-17%
Cc1ccc(C)c(N2CCN(C(=O)c3cc4c(=O)oc5ccccc5c4s3)CC2)c1,-2%

Continued; it opens with the two that closed the last part.
structure,KDM5B inh
O=C1CC2(CCN(Cc3ccccc3)CC2)Oc2ccccc2N1c1ccccc1,-17%
Cc1ccc(C)c(N2CCN(C(=O)c3cc4c(=O)oc5ccccc5c4s3)CC2)c1,-2%
O=C(NN=C1CCCCC1)c1nc(-c2ccccc2)n(-c2ccccc2)n1,67%[activator]
[N-]=[N+]=CC(=O)C(c1ccccc1)(c1ccccc1)c1ccccc1,-6%
Cc1cc(=O)c2cc(C(=O)Nc3ccc(F)cc3)ccc2[nH]1,?
CCC(C)(C)C(=O)NCc1cc2c(nc1OC)CN(C1CCCC1)C2=O,-27%
O=C(c1ccoc1)N1CC(F)(F)C[C@H]1c1nc(-c2ccncc2)no1,1%
O=C(O)C[C@@H]1CCN(C(=O)c2ccco2)C[C@@H]1CC1=NCCc2ccccc21,?
CCCNC(=O)Cc1csc2nc(C)c(-c3cc(C)n(-c4ccccc4CC)n3)c(=O)n12,?
COCCNC(=O)[C@@H]1C[C@H](Oc2ccccc2)CN1C(=O)c1ccccn1,22%
COCCOc1cc(COC)nc(-c2cccc(C)c2)n1,15%
CCN1CCC(N2C[C@@H](CO)[C@H](c3nc(C)no3)C2)CC1,-16%
CCOC(=O)c1[nH]c(C)c(CCC(=O)NCc2ccc(OC)cc2)c1C,-11%
COc1ccc(NC(=O)c2ccc(NC(=O)CN3CCN(c4ccccc4)CC3)cc2)cc1,-23%
O=c1c2sc3ccccc3c2n(Cc2cccc(Cl)c2)c(=O)n1Cc1ccc(F)cc1,-27%
NC1CCc2nn(CC(=O)N(Cc3cccs3)C3CCCC3)c(=O)n2CC1 (centres undefined),3%
CC1CC(C)CN(C(=O)c2ccc3c(c2)N(Cc2ccccc2)C(=O)CS3=O)C1 (centres undefined),13%
N#Cc1ccc(-c2csc(-c3ccno3)n2)cc1,8%
Cc1ccc(C)c(-n2nnnc2SCC(=O)c2ccc(Cl)s2)c1,4%
CC(C)NC(=O)CCNC(=O)N1CCN(C(=O)c2cc3ccccc3[nH]2)CC1,12%
COc1ccc(-n2c(=O)c3c(c4cc(OC)ccc4n3C)n(Cc3cccc(OC)c3)c2=O)cc1,?
COc1ccc(NC(=O)C23CCC(=O)N2c2ccccc2C(=O)N3)cc1Cl (centres undefined),?
COc1ccc(C(=O)N[C@@H]2CCC[C@@H]2C(=O)NCCCn2cccn2)cn1,-13%
OCC1(CN2CCCC2)CCN(Cc2ccc(Cl)cc2)CC1,33%
CCn1nc(C(=O)Nc2ccc(Cl)cc2C)c2ccccc2c1=O,12%
Cc1nc(CN2CCN(c3cc(C4CC(O)C4)nc(N)n3)CC2)cs1 (centres undefined),47%[activator]
O=C(CCc1cc(Cl)no1)Nc1ccc2oc(-c3ccc(Cl)cc3)cc(=O)c2c1,16%
Cc1cccc(C(=O)NCCC(=O)NCc2ccccc2F)c1,22%
COc1cc(C(=O)N2[C@@H]3CC[C@H]2CC(NC(=O)c2ccncc2)C3)cc(OC)c1OC (some centres undefined),-5%
CC1=C(C(=O)OC(C)C)C(c2ccccc2Cl)N2C(CC(=O)N3CCCC3)=CSC2=N1 (centres undefined),?
COc1ccc(NC(=O)CSc2nnc(COc3ccc(C)cc3)n2Cc2ccco2)c(OC)c1,-7%
O=C(Nc1ccccc1C(F)(F)F)c1ccc(Cl)c(Cl)c1,9%
Cc1ncsc1CN1C(=O)CO[C@H](c2ccc(NC(=O)c3ccccc3)cc2)[C@H]1CO,-5%
COC(=O)CNC(=O)c1cc(-c2ccccc2)nc2ccccc12,?
Cc1ccc(C(CC(=O)O)NC(=O)c2ccccc2C(F)(F)F)cc1 (centres undefined),13%
CCc1ccc(N2CC(c3noc(-c4ccc(C)nc4)n3)CC2=O)cc1 (centres undefined),-16%
CCc1ccccc1NC(=O)Cn1c(=O)n(C(C)C)c(=O)c2oc3ccccc3c21,-31%
CC(Cc1ccccc1)NC(=O)C1(c2ccccc2)CCCC1 (centres undefined),23%
CC(C)c1ccccc1OCC(O)CN1CCN(S(=O)(=O)c2ccc([N+](=O)[O-])cc2)CC1 (centres undefined),?
CSc1nc(Nc2ccccc2)c(C#N)c(-c2ccccc2)n1,7%
Cc1ccc2oc(-c3cc(NC(=O)c4cccc(Cl)c4)ccc3O)nc2c1,13%
CCOCCCNC(=O)[C@H]1CCC[C@H]1NC(=O)c1ccncc1,-16%

KDM5B inh: hit marks shown above
structure,KDM5B inh
COC(=O)c1ccccc1NC(=O)N1CCC[C@@H](O)[C@H](NC(=O)c2ccc(OCc3c(C)noc3C)cc2)C1,22µM*
O=C1CN(Cc2ccc(-c3cnc4c(OCc5ccccc5)nccn34)cc2)CCN1,35µM*
O=C(O)Cn1ccc2cc(OCC3CCN(C(=O)CCC(F)(F)F)CC3)cnc21,35µM*

The list continues.
structure,KDM5B inh
Cc1ccc(S(=O)(=O)Nc2csc(C)c2C(=O)O)cc1,6%
O=C(NC1CCN(C(=O)NC2CCCCC2)CC1)c1cccc(F)c1,7%
Cc1ccc(OCC(=O)Nc2ccccc2C(=O)OCc2cc(=O)n3ccsc3n2)cc1C,?
NC(=O)NCCC(=O)N1CCc2onc(C(c3ccccc3)c3ccccc3)c2C1,-11%
CCN(Cc1cccc(F)c1)C(=O)Nc1ccc(N2CCN(C)CC2)cc1,16%
COc1ccc(C(=O)NCCc2noc(-c3cccnc3)n2)cn1,18%
COc1ccc(C2=NOC(C(=O)Nc3ccc4c(c3)OCCO4)C2)c(OC)c1 (centres undefined),19%
COc1ccc(C)cc1NC(=O)C1CC(=O)N(c2n[nH]c3cc(Br)ccc23)C1 (centres undefined),-7%
Cc1ccc(N2C(=O)c3ccccc3C2=O)nc1,-2%
CCNc1c(NC(=O)COc2ccc(Cl)cc2)c(=O)oc2ccccc12,0%

2 entries from above, with each value named.
COc1ccc(C(=O)NCCc2noc(-c3cccnc3)n2)cn1
  KDM5B inh = 18%
CCNc1c(NC(=O)COc2ccc(Cl)cc2)c(=O)oc2ccccc12
  KDM5B inh = 0%

Next structures follow:
structure,KDM5B inh
CCOC(=O)C1CC1CN1CCCCC12Cc1ccccc1CNC2=O (centres undefined),-12%[149 µM]
Cc1cccc(C(=O)N2CCC(N3C(=O)C4(CCCCC4)C3c3ccncc3)CC2)c1 (centres undefined),6%
COc1ccccc1C(=O)Nc1cccc(C(=O)OCc2cc(=O)n3nc(C)sc3n2)c1,-8%
O=C(Cc1ccc(N2CCCC2=O)cc1)N1CCC(C(=O)N2CCCCCC2)CC1,4%
Cc1cc(C)c2oc(C(=O)Nc3nnc(SCc4ccccc4F)s3)cc(=O)c2c1,19%
O=C(CCN1C(=O)c2ccccc2S1(=O)=O)Nc1ccccc1C(=O)O,-14%
CC(C)CCNC(=O)c1cnc2c(c1)N([S+](=O)([O-])c1cccnc1)CCC2,?
Cc1ccccc1S(=O)(=O)Cc1ccc(C(=O)NCCN(C)C)o1,12%
O=C(O)C1=NOC2CN(Cc3coc(-c4ccccc4)n3)CC12 (centres undefined),-15%[149 µM]
COc1ccc(N2CCN(Cc3nnc(-c4cccc(Br)c4)o3)CC2)cc1,4%
COc1ccc(CNC(=O)[C@H]2CCC[C@H]2NC(=O)c2ccc(OC)cc2)cc1,36%
CCOc1cc(=O)n2c(c1C(=O)N1CCN(c3ccc(F)cc3)CC1)CCCCC2,14%
CCOC(=O)N1CCN(C(C(=O)O)c2c[nH]c3ccccc23)CC1 (centres undefined),14%
CC(C)CCN(C(=O)Nc1ccccc1)C(C)c1cccs1 (centres undefined),?
Cc1cc(C)cc(-n2ccnc2SCC(=O)Nc2ccc3c(c2)OCO3)c1,-54%
CCOC(=O)N(Cc1ccccc1)Cc1ccc(C(=O)N[C@@H](Cc2ccccc2)C(=O)O)cc1,-7%
CCCCCCOc1ccc(C2C(=O)N(C3CCCCC3)CC(=O)N2CCC)cc1 (centres undefined),-22%
COc1ccc(NC(=O)Cn2c(N3CCc4ccccc4C3)nc(C)cc2=O)cc1Cl,-17%
COc1ccc(C)cc1NC(=O)Cc1nc(-c2cccs2)oc1C,27%
CCc1cccc(C)c1NC(=O)CSc1nnc(CC)n2c1cc1occc12,?
